GalR3 antag = GalR3 antagonists in HEK293 cells, primary screen, cell-based, fluorescence readout | inhibition, % at 3 µM | HEK293 GalR3-CNG cAMP membrane potential fluorescence; galR3 body fused to GalR1 C-terminus | hit rate 0.44% among 360,000;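 active means inhibition above the screen-wide average plus 3 SD, cut at about 13% in these data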;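 further: forskolin and galanin both at EC90 stimulate the cells; cAMP rise reported by CNG channel membrane potential dye signal; 0% = forskolin plus galanin with DMSO and 100% = forskolin alone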
Target sequence (O60755 1-299 limits assumed): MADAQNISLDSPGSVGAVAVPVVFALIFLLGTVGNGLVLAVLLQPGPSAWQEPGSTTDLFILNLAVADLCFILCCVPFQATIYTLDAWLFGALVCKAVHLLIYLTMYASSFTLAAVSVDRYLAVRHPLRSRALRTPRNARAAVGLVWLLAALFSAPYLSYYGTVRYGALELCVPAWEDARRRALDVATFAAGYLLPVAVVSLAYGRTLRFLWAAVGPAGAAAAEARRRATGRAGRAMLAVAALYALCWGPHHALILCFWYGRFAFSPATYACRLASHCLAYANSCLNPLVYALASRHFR
M4 PAM = human M4 muscarinic receptor positive allosteric modulators, primary screen, CHO-K1 cells, Fluo-8 calcium fluorescence; Muscarinic acetylcholine receptor M4 (Homo sapiens), P08173; CHO-K1 hM4/Gqi5, ACh EC20; 0% = ACh EC20, 100% = maximal ACh; activation, % at 3 µM; hit rate 0.4% among 360,000; AID 624126, 2012;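 active means activation above its plate's cutoff, the mean activation of sample wells plus 3 SD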; further: some results filed as inactive read as strong as hits
Target sequence (P08173 whole entry, looked up): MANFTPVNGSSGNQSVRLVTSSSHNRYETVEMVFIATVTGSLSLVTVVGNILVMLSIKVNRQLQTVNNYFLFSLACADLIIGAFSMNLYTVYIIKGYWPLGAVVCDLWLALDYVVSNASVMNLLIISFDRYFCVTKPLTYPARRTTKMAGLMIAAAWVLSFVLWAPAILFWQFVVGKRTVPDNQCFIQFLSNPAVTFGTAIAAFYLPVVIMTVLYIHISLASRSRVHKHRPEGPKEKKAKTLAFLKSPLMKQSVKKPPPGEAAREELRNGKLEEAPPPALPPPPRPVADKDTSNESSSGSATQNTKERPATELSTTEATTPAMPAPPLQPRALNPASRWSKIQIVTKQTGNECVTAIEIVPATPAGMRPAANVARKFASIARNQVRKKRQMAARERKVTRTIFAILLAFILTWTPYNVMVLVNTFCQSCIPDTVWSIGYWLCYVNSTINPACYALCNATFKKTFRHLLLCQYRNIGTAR
An asterisk follows results filed as active. Some of the compounds tested. The share of hits here may be higher or lower than overall.

SMILES,GalR3 antag,M4 PAM
CCc1nc2ccc(C(=O)N(C)Cc3ccco3)cn2c1N(CC)Cc1cccc(Br)c1,-4,-1
CCOc1ccc(-c2cnc3cccnn23)cc1,-7,2
COc1ccc(C(NC(=O)C2CCN(CCc3ccccc3)CC2)c2ccccn2)cc1 (stereo unspecified),-7,-3
CC(C)(O)C1=C[N+](=O)CC=C1,-7,1
O=C(/C=C/[C@H]1O[C@@H](n2ccc(=O)[nH]c2=O)[C@H](O)[C@@H]1O)NCCCc1ccccc1,-4,4
COc1ccccc1CNC(=O)Nc1nc(C(N)CCc2ccccc2)cs1 (stereo unspecified),-6,-2
CC1=C(C(=O)N2CCCCCC2)CC(CC(=O)NCCN2CCOCC2)C(=O)N1CCC1=CCCCC1 (stereo unspecified),-3,2
CCC(C(=O)NCc1ccccc1)n1c(Cc2cc(F)cc(F)c2)nc2ccccc21 (stereo unspecified),-8,-4
CC1(C)OC2CC3C4CCC5=CC(=O)C=CC5(C)C4(F)C(O)CC3(C)C2(C(=O)CO)O1 (stereo unspecified),-1,2
COc1cccc(CN2CCC2(C)C(=O)Nc2cccc3cccnc23)c1F (stereo unspecified),-8,-3
O=C(NCc1ccccc1)c1cc(C2CCCN(S(=O)(=O)c3cccs3)C2)on1 (stereo unspecified),-5,-6
CCCNC(=O)c1cc(C2CCCN(C(=O)c3ccc4c(c3)CCO4)C2)on1 (stereo unspecified),-4,-5
COc1ccc(-c2ccccc2)cc1NC(=O)C1(C)CCN1C(=O)C(C)C (stereo unspecified),-5,-6
CCCCCCCCN1C(=O)[C@H](CC(=O)NCc2ccc(C)o2)C[C@@]2(C(=O)OC)CC(C)(C)CC=C12,-5,0
COc1c2c(c(OC)c3ccccc13)[C@]1(OC2)O[C@H](CCO)C[C@H](O)[C@H]1O,-2,-3
COCCNC(=O)C1CCCN(C(=O)c2ccc3ccccc3n2)CC1 (stereo unspecified),-6,3
COC(=O)c1ccc2nc(-c3ccc(Cl)cc3)c(Cc3ccsc3)n2c1,-7,4
CCOC(=O)C1(C)CCN1C(=O)c1cccc(Cl)c1 (stereo unspecified),-5,2
CC(C)c1cccc(-c2csc(C(O)c3ccco3)n2)c1 (stereo unspecified),-4,3
CC(C)(C)NC(=O)C(c1cc2ccccc2o1)n1c(=O)c(-c2cc3ccccc3[nH]2)nc2ccccc21 (stereo unspecified),-6,1

The closing 3 records of the section above open the next one:
SMILES,GalR3 antag,M4 PAM
CCOC(=O)C1(C)CCN1C(=O)c1cccc(Cl)c1 (stereo unspecified),-5,2
CC(C)c1cccc(-c2csc(C(O)c3ccco3)n2)c1 (stereo unspecified),-4,3
CC(C)(C)NC(=O)C(c1cc2ccccc2o1)n1c(=O)c(-c2cc3ccccc3[nH]2)nc2ccccc21 (stereo unspecified),-6,1
COc1ccc2[nH]cc(CCNC(=O)/C=C/[C@H]3O[C@@H](n4cnc5c(NC(=O)c6ccccc6)ncnc54)[C@H](O)[C@@H]3O)c2c1,-6,-3
COc1ccc(Cl)cc1-c1cc(C(=O)Nc2ccc(F)cc2)[nH]n1,-10,-2
CN(C)C(=O)c1cccc(-c2cc(NC=O)c3ncc(-c4ccc(F)c(Cl)c4)n3c2)c1,-7,0
CC1ON=C(c2ccc(F)cc2)NC1=O (stereo unspecified),0,5
COc1ccc(-c2csc(C(C)(NC(C)=O)c3ccccc3)n2)cn1 (stereo unspecified),-4,11
CS(=O)(=O)N1Cc2cc(C(=O)NCC3CC3)nc(-c3cccc(-c4cccnc4)c3)c2[C@H]1CCO,-2,7
CC(=O)NCCNC(=O)C1(C)Cc2c(-c3ccccc3)ccnc2O1 (stereo unspecified),-9,-3
CCCCn1nnnc1C(c1cc2ccccc2o1)N1CCOCC1 (stereo unspecified),-7,5
CC1(C(=O)N2CCCCC2)CCN1C(=O)Cc1ccc(-c2ccccc2)cc1 (stereo unspecified),-6,7
CC(=O)Nc1cccc(-c2ccnc3c2CC(C)(C(=O)NCc2cccc(Cl)c2)O3)c1 (stereo unspecified),-6,-3
Clc1ccccc1-c1cc2nc(NCc3ccco3)ccn2n1,-8,4
CCc1nc2c(OCc3ccc(C(F)(F)F)cc3)cccn2c1N(C)C(=O)c1ccco1,-4,11
CCCc1nc2ccc(C)cn2c1Cc1ccsc1,0,0
COc1cccc(-c2nc3nc(C)cc(C)n3c2NC2CCCCC2)c1,-7,2
Nc1[nH]c(C(=O)c2ccccc2)c(-c2ccc(Br)cc2)c1C(=O)NC1CC1,-4,9
COCCCNC(=O)c1csc([C@H]2C[C@H](O)[C@@H](CO)O2)n1,1,11
COC(=O)[C@H](Cc1ccccc1)NC(=O)CC[C@H]1O[C@@H](n2ccc(=O)[nH]c2=O)[C@H](O)[C@@H]1O,-4,8
CCCCC(=O)N(C)c1c(CC)nc2c(OCc3ccc(C(F)(F)F)cc3)cccn12,-4,-6
CCCS(=O)(=O)NC(=O)C1(C)CCCN(C(=O)Cc2ccc3ccccc3c2)C1 (stereo unspecified),-5,6
CC(N)c1csc(NC(=O)Nc2cccc(C(F)(F)F)c2)n1 (stereo unspecified),-10,7
CC1=C(C(=O)N2CCCCCC2)CC(CC(=O)NCc2ccco2)C(=O)N1Cc1ccccc1 (stereo unspecified),-7,0
CCCCN(C=O)c1c(CC)nc2ccc(C(=O)N3CCCCC3)cn12,-2,10
CSc1cccc(NC(=O)CCCOc2cc(=O)n(C)c3ccccc23)c1,-6,2
CCCCNC(=O)C[C@@H]1C[C@@]2(C(=O)OCC)CCCC=C2N(Cc2ccc3c(c2)OCO3)C1=O,-7,2
CC(C)(C)S(=O)N1Cc2cc(C(=O)NCc3ccc4c(c3)OCO4)nc(-c3cccc(-c4ccccc4)c3)c2[C@@H]1CCO (stereo partly specified),-1,-10
Cc1noc(C)c1C(=O)N1CCC1(C)C(=O)NS(=O)(=O)c1cccc(F)c1 (stereo unspecified),-8,-1
CC(C)CNc1ncnc2c1ncn2[C@H]1CN(Cc2ccc(-c3ccccc3)cc2)C[C@@H](CO)O1,-7,-3
CC(=O)N1c2ccccc2N=C(c2ccc(C(F)(F)F)cc2)C1C(=O)NC(C)C (stereo unspecified),-6,-1
COc1cc(OC)nc(Nc2nc(C(N)Cc3ccccc3)cs2)n1 (stereo unspecified),-7,-2
Cc1ccc(CN2CC(N3CCN(Cc4cccc(C)c4)CC3)CS2(=O)=O)cc1 (stereo unspecified),-7,-5
CSc1ccc(NC(=O)C2(C)CCN2C(=O)c2sccc2C)cc1 (stereo unspecified),-4,9
Cc1ccc(-c2nc3cc(C)c(Br)c(C)n3c2Cc2ccccc2)cc1,-5,-5
COc1cccc(C(NC(C)=O)c2nc(-c3cccc(C#N)c3)cs2)c1 (stereo unspecified),-5,2
O=C(Nc1c(-c2ccccc2)[nH][nH]c1=O)c1ccc(Br)cc1,-5,-4
O=C(Nc1cccc2ccccc12)c1ccc2sc([C@H]3C[C@H](O)[C@@H](CO)O3)nc2c1,-5,-11
COC(=O)c1cccc(CC2(C)C(=O)Nc3cc(-c4ccccc4Cl)ccc32)c1 (stereo unspecified),10,6
CCc1nc2ccc(C(=O)Nc3ccc(OC)c(OC)c3)cn2c1N(C)C(=O)c1cccc(OC)c1,-8,-7
CC1(C(=O)NS(=O)(=O)c2ccc(F)cc2F)CCN1C(=O)c1ccco1 (stereo unspecified),-4,4
O=C(NCc1ccccc1Cl)c1ccc2sc([C@H]3C[C@H](O)[C@@H](CO)O3)nc2c1,-5,3
CC1(C(=O)NS(=O)(=O)c2cccs2)CCN1C(=O)C1(c2ccc(Cl)cc2)CC1 (stereo unspecified),-7,2
CCCc1nc2ccc(Br)cn2c1Cc1cccc(Cl)c1,-7,-6
COc1cc(C(O)c2nc(-c3cccc(F)c3)cs2)ccc1F (stereo unspecified),-3,4
OC[C@@H]1CN(Cc2cccc(C(F)(F)F)c2)C[C@H](n2cnc3c(NCc4ccncc4)ncnc32)O1,-7,-4
Cc1nn(-c2ccccc2)c(-c2ccccc2[N+](=O)[O-])c1CC#N,-7,4
CC1(C(=O)Nc2cccc(Oc3ccccc3)c2)CCN1Cc1ccccc1OC(F)F (stereo unspecified),-1,-5
O=C(c1ccco1)N1CCN(C2CN(CCc3ccccc3)S(=O)(=O)C2)CC1 (stereo unspecified),-7,-2
O=C(Nc1ccc([N+](=O)[O-])cc1)OC1CCS(=O)(=O)C1 (stereo unspecified),-5,3
COc1ccc(NC(=O)C2(C)Cc3c(-c4ccccc4)ccnc3O2)cc1OC (stereo unspecified),-3,-1
C[C@H]1COc2cccc(N3CCSCC3)c2S(=O)(=O)N1,-6,11
COc1cc(C2(C)SCCCS2)cc(OC)c1OC,-8,1
COc1cnc(-c2cccc(C(F)(F)F)c2)c(NC(=O)c2cc3ccccc3s2)n1,-10,0
CCCNC(=O)C1(C)CCN(C(=O)c2ccc(F)c(Cl)c2)C1 (stereo unspecified),1,8
CCCCCCCCN1C(=O)[C@H](CC(=O)NCC2CCCCC2)C[C@@]2(C(=O)OC)CCCCC=C12,1,3
COc1ccccc1C(CC(=O)c1ccccc1)C(=O)c1ccccc1 (stereo unspecified),-7,-11
CC(C)N1CCC1(C)C(=O)Nc1nc2ccccc2[nH]1 (stereo unspecified),-7,7
CCCCC[C@@H](C)N1C[C@H](COCc2ccccc2)Oc2cc(N3CCC[C@H]3C(N)=O)ccc2S1(=O)=O,-8,-5
CC(C)Oc1ccc(F)cc1-c1cc(C(=O)N2CCc3ccccc3C2)[nH]n1,-6,-9
COc1cccc(C(NC(=O)C2CCN(CCCOc3ccccc3)CC2)c2ccccn2)c1 (stereo unspecified),-9,6
CC1(C(=O)Nc2ccc3c(c2)OCO3)Cc2c(-c3ccc4c(c3)OCO4)ccnc2O1 (stereo unspecified),-3,1
Cn1ccc2c(-c3cccc4ccccc34)cc3c(c21)C1CCC3O1 (stereo unspecified),-6,2

Part of the list above, set out differently.
Values run as follows: GalR3 antag, M4 PAM
O=C(Nc1ccc([N+](=O)[O-])cc1)OC1CCS(=O)(=O)C1 (stereo unspecified)
→ -5, 3
COc1ccc(NC(=O)C2(C)Cc3c(-c4ccccc4)ccnc3O2)cc1OC (stereo unspecified)
→ -3, -1
C[C@H]1COc2cccc(N3CCSCC3)c2S(=O)(=O)N1
→ -6, 11

Part of the list above, with values under each structure.
Each structure is followed by: GalR3 antag	M4 PAM
CCCc1nc2ccc(Br)cn2c1Cc1cccc(Cl)c1
 : -7	-6
COc1cc(C(O)c2nc(-c3cccc(F)c3)cs2)ccc1F (stereo unspecified)
 : -3	4

The list continues:
SMILES,GalR3 antag,M4 PAM
Cn1nc(C(C)(C)C)cc1NC(=O)C1(C)CCN1C(=O)C1(c2ccccc2)CCCC1 (stereo unspecified),-6,-7
CCOC(=O)[C@]12CCCC=C1N(CCC1=CCCCC1)C(=O)[C@H](CC(=O)N1CCN(C(=O)C3CC3)CC1)C2,-1,11
C#CCNC(=O)c1cc2c(Br)ccc(Br)c2nc1N,1,9
CC(C)NC(=O)c1cc(C2CCCCN2S(=O)(=O)c2ccccc2)on1 (stereo unspecified),-3,-6
Cc1cnc(-c2nc3ccccc3n2C(C(=O)NC(C)(C)C)c2cc3ccccc3o2)cn1 (stereo unspecified),-4,8
CCCCC(=O)N(C)c1c(C)nc2ccc(C(=O)N3CCN(S(=O)(=O)CC)CC3)cn12,-6,1
CCOC(=O)C1CCCN(C(=O)c2cc(-c3ccccc3)cs2)CC1 (stereo unspecified),-5,-1
O=C(Nc1ccc(N2CCOCC2)cc1)c1csc([C@@H]2O[C@H](CO)[C@H](O)[C@H](O)[C@H]2O)n1,-9,1
CC(C)=CCC[C@H](C)C[C@@H]1CC2=C(C(=O)OC(C)(C)O2)[C@H](c2ccc(F)cc2)O1,-7,-1
CC1CC(C)CN(C(C(=O)NC2CCCCC2)c2ccnc3ccccc23)C1 (stereo unspecified),-7,-7
COc1ccc(C(=O)C[C@@H]2OC[C@H](Cc3ccccc3)N2S(=O)(=O)c2ccc(C)cc2)cc1OC,-6,-5
COc1cc(CNC(=O)c2cc(-c3ccc(F)cc3C)n[nH]2)cc(OC)c1,-5,4
COc1ccccc1-c1cnc(C(O)c2ccc(C(C)(C)C)cc2)[nH]1 (stereo unspecified),-6,-3
O=C(C(=O)N1CCN(c2ccccc2)CC1)c1ccco1,-7,7
C/C=C1\NC(=O)[C@H](C)NC(=O)[C@@H](NC(=O)[C@@H](Cc2ccc(O)cc2)NC(=O)[C@@H](NC(=O)/C(C)=C/C)C(C)C)[C@@H](C)OC(=O)[C@H](CCCCc2ccc(O)cc2)NC(=O)[C@@H](CCC(=O)OC)NC1=O,-3,2
CCC(C(=O)NC1CCCC1)n1c(C2CCCC2)nc2ccccc21 (stereo unspecified),-5,7
COc1ccc(Cl)cc1-c1cc(C(=O)NCc2ccc(F)cc2)[nH]n1,-8,9
